# Screening data from PubChem.
# Tat export inh – E. coli Tat transport inhibition; AID 488895; inhibition, % at 10 µM; E. coli MC4100 TorA-mCherry Tat export, fluorescence; 340,000 compounds, 0.036% hits;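 active = mean replicate inhibition at least 50% and at least half of replicates individually reaching 50%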;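 also: exported cargo escapes ClpAP degradation while cytoplasmic cargo is degraded and loses fluorescence; 0% = median of neutral control wells and 100% = median of NaSCN control wells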
# Arrestin-AP2 inh – blocks beta-arrestin peptide binding to AP2 adaptin. inhibition, % at 10 µM. FITC-arrestin peptide / GST-AP2 beads, flow cytometry; AP2 beta2 appendage carries R879A mutation. 340,000 compounds, 0.31% hits;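 active = inhibition above a set limit, near 3 SD of compounds lacking own fluorescence, cut at about 54% in these data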;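 also: plate controls were DMSO wells for no effect and 5 µM unlabelled arrestin peptide for full effect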
#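 system = GST-tagged AP2 beta2-adaptin appendage (R879A) on 4 µm glutathione beads | reagent = FITC-labelled arrestin peptide probe, 50 nM final | schedule = compound with beads 12 min RT, then probe 1 h RT | signal = HyperCyt-sampled flow cytometry, FL1 channel, ex 488/em 535 nm | read-out = percent response from loss of bead-bound FITC fluorescence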
# Mot1-301 SUMO – inhibitors of SUMOylation pathway: yeast Mot1-301 growth rescue | S. cerevisiae Mot1-301 growth rescue, ATP luminescence, 38.5C; percent above DMSO median, 100 means doubled | growth rescue, % at 18.8 µM | 320,000 compounds, 1% hits | AID 2716;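 active = every valid replicate shows activation above 250% relative to neutral control wells; inactive = the rest, any valid replicate at or below 250%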;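 also: OY570 slx delta 5 strain wells were the positive control but not used for scaling; some compounds called inactive have numbers as strong as hits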
# E coli growth – reduces bacterial viability in AddAB counter-screen. E. coli V3065 growth, OD600 absorbance, 18 h. inhibition, % at 11.9 µM. 330,000 compounds, 0.27% hits;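 active = inhibition above the campaign's mean inhibition across all tested compounds plus 3 SD, cut at about 9.9% in these data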;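 also: uninfected addAB+ strain grown without phage in ampicillin broth; 0% = DMSO wells and 100% = ciprofloxacin 0.95 µg/ml wells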
# DSG3 Ab inh – blocks pemphigus antibody binding to human desmoglein-3. binding (percent of control), % at 10 µM. DSG3-coupled beads, scFv-anti-DSG3-GFP binding, flow cytometry; active compounds read low. 310,000 compounds, 0.48% hits;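 active = binding more than 3 SD below its plate's average and above zero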;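 also: hits lower antibody fragment binding to DSG3; some compounds called inactive have numbers as strong as hits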
# PKA-R1A act – activates the PKA-R1A holoenzyme complex; P00514+P68181; PKA-R1A dissociation, Cy5-IP20 fluorescence polarization; scaled: DMSO 0%, 113 µM cGMP 100%; activation, % at 11.4 µM; 340,000 compounds, 0.083% hits; AID 504707;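 active = percent activation above the mean of all tested compounds plus 3 SD, cut at about 19% in these data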;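 also: higher means more PKAc released from R1A so a rise in polarization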
# PfHsp90 set2 – inhibits growth of yeast expressing Plasmodium falciparum Hsp90 | S. cerevisiae expressing PfHsp90, BacTiter-Glo ATP, 48 h; yeast lacking PDR1 and PDR3 efflux regulators | inhibition, % at 9.4 µM | 310,000 compounds, 0.32% hits | AID 504621;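 active = every replicate shows inhibition above about 80%, whatever the replicate mean, limit read from the data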;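 also: 0% = DMSO neutral controls and 100% = 20 µM radicicol positive controls; yeast relying on Plasmodium falciparum Hsp90 in place of its own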
# phage Ecoli inh – E. coli growth loss with phage present; growth absorbance; inhibition, % at 11.9 µM; 360,000 compounds, 0.26% hits; AID 651602; in the data active = inhibition above about 11%
# AddAB inh – less growth of phage-infected E. coli with AddAB | E. coli expressing H. pylori AddAB, absorbance growth | inhibition, % at 11.9 µM | 330,000 compounds, 0.29% hits | AID 435030; in the data active = inhibition above about 12%;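 also: 0% = vehicle wells of infected cells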
# MOR-DOR inv ag – inverse agonists of human mu-delta opioid receptor heterodimerization; 340,000 compounds, 0.21% hits; inhibition, % at 9.3 µM; cell-based MOR-DOR heterodimer luminescence, inverse agonism; in the data active = inhibition above about 22%, passing the limit was not always enough;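 also: 0% = cells with DMSO and 100% = wells without cells with DMSO; values of inactives mirror those of a sister screen read the other way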
# Target sequence (P35372 whole entry, looked up): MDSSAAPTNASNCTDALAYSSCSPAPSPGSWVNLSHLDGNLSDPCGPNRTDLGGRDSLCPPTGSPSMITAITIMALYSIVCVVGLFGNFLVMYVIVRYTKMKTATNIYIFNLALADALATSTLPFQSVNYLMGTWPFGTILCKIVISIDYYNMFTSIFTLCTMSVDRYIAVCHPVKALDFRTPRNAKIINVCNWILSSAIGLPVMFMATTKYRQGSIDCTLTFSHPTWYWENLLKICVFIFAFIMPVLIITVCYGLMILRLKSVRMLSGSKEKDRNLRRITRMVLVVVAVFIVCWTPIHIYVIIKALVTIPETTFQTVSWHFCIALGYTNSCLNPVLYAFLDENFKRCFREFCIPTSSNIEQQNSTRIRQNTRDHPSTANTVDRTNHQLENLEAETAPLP
# Target sequence (P41143 whole entry, looked up): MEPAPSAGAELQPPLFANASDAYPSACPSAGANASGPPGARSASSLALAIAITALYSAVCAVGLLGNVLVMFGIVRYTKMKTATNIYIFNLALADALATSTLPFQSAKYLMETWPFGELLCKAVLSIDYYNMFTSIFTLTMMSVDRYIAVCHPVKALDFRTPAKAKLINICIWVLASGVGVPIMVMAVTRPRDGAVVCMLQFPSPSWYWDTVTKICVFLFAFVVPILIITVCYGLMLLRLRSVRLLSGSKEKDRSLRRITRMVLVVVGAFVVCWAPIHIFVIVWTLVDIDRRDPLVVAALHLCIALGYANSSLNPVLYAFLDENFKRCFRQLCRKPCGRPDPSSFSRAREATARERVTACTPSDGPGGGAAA
# OPRM1-OPRD1 ag – agonists of human mu-delta opioid receptor heterodimerization | AID 504326 | cells, OPRM1-OPRD1 heterodimerization, luminescence | activation, % at 9.3 µM | P35372+P41143 | 340,000 compounds, 0.3% hits; in the data active = activation above about 18%;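 also: 0% = vehicle-treated cells and 100% = reference agonist; values of inactives mirror those of a sister screen read the other way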
# * marks the source's active call; other numbers are inactive results; nt = not tested or not shown.
SMILES | Tat export inh | Arrestin-AP2 inh | Mot1-301 SUMO | E coli growth | DSG3 Ab inh | PKA-R1A act | PfHsp90 set2 | phage Ecoli inh | AddAB inh | MOR-DOR inv ag | OPRM1-OPRD1 ag
CCNC(=O)CC1C(=O)N(CC)C(=S)N1NC(=O)c1ccccc1 (centres undefined) | nt | nt | -22 | -1.2 | 97 | nt | nt | 1.8 | 1.1 | nt | nt
CC(=O)N1CCN=C1SCc1cccc(C)c1 | -3 | 41 | 0 | -1.9 | 101 | 1 | 1 | -0.6 | 0.6 | 15 | -2.9
CC(=O)Nc1ccc(NC(=O)CSCCc2ccccn2)cc1 | 0 | -5 | -14 | -1.9 | 103 | -2 | 0 | 2.0 | -1.1 | 9 | -1.7
CCOc1ccc(C(F)(F)F)cc1NC(=O)c1ccc(OC)c([N+](=O)[O-])c1 | -4 | 11 | 3 | -0.7 | 100 | -4 | -18 | 1.9 | -0.4 | -5 | 0.9
CCCCc1ccc(/C=C2\C(=O)ON=C2c2ccccc2)s1 | 1 | 2 | -10 | 0.0 | 103 | -4 | -12 | 3.2 | 0.7 | -10 | 1.9
O=C(NCCN1CCOCC1)c1cccc(S(=O)(=O)N2CCCC2)c1 | 3 | 23 | 0 | nt | 108 | 3 | -11 | 2.1 | nt | 14 | -4.3
c1cnc2c(C3NCCc4c3[nH]c3ccccc43)cccc2c1 (centres undefined) | 1 | 7 | -2 | 2.7 | 103 | -3 | 2 | nt | 1.5 | 10 | -2.0
O=C(O)c1ccccc1-c1ccccc1C(=O)NCc1cccnc1 | -1 | 9 | -18 | 0.2 | 98 | 1 | -3 | 2.2 | -0.5 | 5 | -0.9
COc1ccc(/C=N/OCC(=O)N=Nc2c(O)[nH]c3ccc(Br)cc23)cc1 | -5 | -5 | -4 | -0.2 | 94 | -12 | 0 | 0.5 | 1.0 | 0 | 0.1
O=C(COc1ccccc1)NC1CCSC1=O (centres undefined) | 2 | -3 | 0 | -0.2 | 107 | 3 | 10 | 1.7 | 2.0 | 20 | -4.0
CC(NC(=O)c1c(Cl)cnn1C)C1CCCO1 (centres undefined) | -3 | -13 | -16 | -0.4 | 102 | 0 | -8 | 2.6 | -3.0 | 4 | -0.8
CC(NC(=O)c1ccccc1NC(=O)c1ccco1)C(=O)O (centres undefined) | 0 | 2 | 2 | -0.2 | 101 | 2 | -7 | 1.0 | 0.9 | 7 | -1.3
Cc1c(Cl)cccc1NC(=O)CCCn1cnc([N+](=O)[O-])n1 | -5 | -4 | nt | -0.4 | 96 | 1 | -14 | 3.8 | -2.1 | 2 | -0.4
CCOC(=O)CC(=O)CSc1[nH]c(=O)cc(C)c1C#N | -1 | -10 | -16 | 0.3 | 91 | -3 | -11 | 0.0 | 0.2 | 13 | -2.5
COCc1nnc(NC(=O)c2ccco2)s1 | -4 | -3 | 27 | -0.1 | nt | 3 | nt | 3.5 | 0.2 | 8 | -1.3
CSCC[C@H](NS(=O)(=O)c1ccc(C)cc1)C(=O)N1CCC(C(=O)N[C@H](C(=O)O)c2ccccc2)CC1 | 6 | 4 | 0 | -3.2 | 100 | -12 | 19 | 1.9 | 1.9 | -3 | 0.6
CC(=O)NN(O)C1N(C)C(=O)N(Cc2ccccc2)C1(C)C (centres undefined) | -5 | 0 | -7 | -1.1 | 114 | -8 | 5 | 2.6 | -0.3 | 21 | -4.3
O=C(CSc1nc2ccccc2n1S(=O)(=O)c1cccc([N+](=O)[O-])c1)NCCc1ccccc1 | -4 | 12 | -18 | 2.5 | nt | -10 | -21 | 1.2 | 4.2 | -22 | 4.3
Cc1nnc2c(N(C)S(=O)(=O)c3ccccc3)nc3ccccc3n12 | 2 | -2 | -6 | 0.5 | 101 | 2 | 13 | 2.0 | 1.9 | -1 | 0.2
COc1cc(OC)cc(-c2nc3ccccc3c(=O)n2OC(=O)c2ccc(Br)cc2)c1 | -7 | -2 | -12 | 0.8 | 88 | -6 | 1 | 5.9 | 1.3 | 7 | -1.0
O=C(NC1Cc2ccccc2C1)c1cc(COc2cccc(C(F)(F)F)c2)on1 | 1 | 33 | nt | 0.7 | 97 | 7 | -14 | 0.3 | 4.4 | -2 | 0.4
CCOC(=O)C1CCN(c2c(NCCCN(CC)Cc3ccccc3)c(=O)c2=O)CC1 | 2 | -3 | -13 | -0.3 | 99 | -6 | -2 | 3.8 | 1.9 | 9 | -1.7
C=CCN1C(=O)OC2(CCCCC2)C1(C)O (centres undefined) | -2 | -2 | -24 | 3.0 | 100 | 1 | -11 | 2.3 | 2.1 | 19 | -3.5
Cc1ccccc1C(=O)NNC(=S)NC(=O)c1ccccc1 | -9 | 5 | -10 | -4.5 | 102 | -7 | -43 | -1.0 | 9.5 | 19 | -3.7

# An excerpt from above, limited to Arrestin-AP2 inh and AddAB inh:
Compound	Arrestin-AP2 inh	AddAB inh
O=C(NC1Cc2ccccc2C1)c1cc(COc2cccc(C(F)(F)F)c2)on1	33	4.4
CCOC(=O)C1CCN(c2c(NCCCN(CC)Cc3ccccc3)c(=O)c2=O)CC1	-3	1.9

# Laid out differently: results already given
# Screens in order: Tat export inh, Arrestin-AP2 inh, Mot1-301 SUMO, E coli growth, DSG3 Ab inh, PKA-R1A act, PfHsp90 set2, phage Ecoli inh, AddAB inh, MOR-DOR inv ag, OPRM1-OPRD1 ag
CC(NC(=O)c1c(Cl)cnn1C)C1CCCO1 (centres undefined)
    -3, -13, -16, -0.4, 102, 0, -8, 2.6, -3.0, 4, -0.8
CC(NC(=O)c1ccccc1NC(=O)c1ccco1)C(=O)O (centres undefined)
    0, 2, 2, -0.2, 101, 2, -7, 1.0, 0.9, 7, -1.3
Cc1c(Cl)cccc1NC(=O)CCCn1cnc([N+](=O)[O-])n1
    -5, -4, nt, -0.4, 96, 1, -14, 3.8, -2.1, 2, -0.4
CCOC(=O)CC(=O)CSc1[nH]c(=O)cc(C)c1C#N
    -1, -10, -16, 0.3, 91, -3, -11, 0.0, 0.2, 13, -2.5
COCc1nnc(NC(=O)c2ccco2)s1
    -4, -3, 27, -0.1, nt, 3, nt, 3.5, 0.2, 8, -1.3
CSCC[C@H](NS(=O)(=O)c1ccc(C)cc1)C(=O)N1CCC(C(=O)N[C@H](C(=O)O)c2ccccc2)CC1
    6, 4, 0, -3.2, 100, -12, 19, 1.9, 1.9, -3, 0.6
CC(=O)NN(O)C1N(C)C(=O)N(Cc2ccccc2)C1(C)C (centres undefined)
    -5, 0, -7, -1.1, 114, -8, 5, 2.6, -0.3, 21, -4.3
O=C(CSc1nc2ccccc2n1S(=O)(=O)c1cccc([N+](=O)[O-])c1)NCCc1ccccc1
    -4, 12, -18, 2.5, nt, -10, -21, 1.2, 4.2, -22, 4.3
Cc1nnc2c(N(C)S(=O)(=O)c3ccccc3)nc3ccccc3n12
    2, -2, -6, 0.5, 101, 2, 13, 2.0, 1.9, -1, 0.2
COc1cc(OC)cc(-c2nc3ccccc3c(=O)n2OC(=O)c2ccc(Br)cc2)c1
    -7, -2, -12, 0.8, 88, -6, 1, 5.9, 1.3, 7, -1.0
O=C(NC1Cc2ccccc2C1)c1cc(COc2cccc(C(F)(F)F)c2)on1
    1, 33, nt, 0.7, 97, 7, -14, 0.3, 4.4, -2, 0.4

# Next structures
SMILES | Tat export inh | Arrestin-AP2 inh | Mot1-301 SUMO | E coli growth | DSG3 Ab inh | PKA-R1A act | PfHsp90 set2 | phage Ecoli inh | AddAB inh | MOR-DOR inv ag | OPRM1-OPRD1 ag
COc1ccc(S(=O)(=O)N(C)C[C@H]2Oc3c(NC(=O)Nc4c(C)noc4C)cccc3C(=O)N([C@@H](C)CO)C[C@H]2C)cc1 | 0 | -24 | 2 | 2.1 | 101 | -3 | -1 | 4.5 | 3.2 | 6 | -1.2
Cc1ccc(NC(=O)c2cc(S(=O)(=O)N3CCCCC3)ccc2N2CCOCC2)cc1S(=O)(=O)N(C)C | -1 | -13 | nt | nt | 98 | -6 | 8 | 1.4 | nt | 9 | -1.8
CC(C)c1ccccc1NC(=O)CCc1nc2ccccc2s1 | 1 | 19 | 9 | -0.2 | 105 | 3 | 6 | 4.7 | 3.5 | 8 | -1.5
COc1ccccc1C(=O)NCc1nnc(SCC(=O)Nc2nccs2)n1C | -1 | 29 | -15 | 0.6 | 100 | -1 | -2 | 0.3 | 1.9 | -10 | 1.3
COCCn1c(SCC(=O)Nc2cccc(F)c2)nc2c(c1=O)SCC2 | 0 | 7 | 107 | -0.2 | 111 | 9 | -44 | -3.6 | 5.4 | 0 | -0.1
Cc1ccc(S(=O)(=O)c2c(O)c3ccc(C(=O)O)cc3[nH]c2=O)cc1 | 0 | -5 | -11 | nt | 93 | 6 | -2 | 1.8 | nt | 11 | -1.9
Cc1[nH]n(-c2ccccc2)c(=O)c1C(=O)c1ccc([N+](=O)[O-])cc1 | -11 | -6 | 82 | -0.8 | 106 | -3 | 32 | 4.2 | 4.7 | 13 | -2.6
O=[N+]([O-])c1ccc(N2CCN(c3ccc([N+](=O)[O-])cc3CO)CC2)c(CO)c1 | 4 | -11 | 7 | -2.3 | 111 | 12 | -13 | 0.9 | -2.6 | -2 | 0.5
CN(C)CCCNC(=O)C[C@H]1C[C@H](C(=O)N2CCOCC2)[C@@]2(C)c3[nH]c4cc(CCC(=O)N(C)C)ccc4c3CCN2C1=O | 0 | -1 | nt | 0.4 | 103 | -12 | 1 | 2.9 | 1.7 | 10 | -2.1
C/C(=N\N=C1\NC(=O)C(CC(=O)Nc2ccc(Cl)cc2)S1)c1ccco1 (centres undefined) | -4 | 2 | 41 | 0.4 | 111 | -4 | 10 | 5.0 | 1.0 | 11 | -2.3
Cc1ccc(C(=O)CSc2nnc(-c3ccccc3)n2-c2ccccc2)o1 | 0 | 13 | 4 | 0.8 | nt | -4 | 12 | -0.7 | 1.3 | 11 | -2.0
Cc1cc(/C=N/Nc2ccc([N+](=O)[O-])cn2)c(C)n1-c1ccc(C(=O)O)cc1 | 2 | nt | 1 | 1.4 | 104 | 6 | -9 | 3.4 | 0.3 | 16 | -3.3
COC(=O)c1cccc(C23CC4(C2)[C@H](CN(C)[C@@H]4c2ccccc2)C3c2ccc(C(F)(F)F)cc2)c1 (some centres undefined) | 11 | 6 | -39 | 0.8 | 104 | -12 | -4 | 3.0 | -0.6 | 2 | -0.3
Cc1ccccc1N=C1SCCN1C(=O)CN1C(=O)NC2(CCCC2)C1=O | -2 | 0 | 102 | -1.6 | 101 | -3 | 13 | 1.4 | 5.8 | 6 | -1.0
CC1CCN(S(=O)(=O)c2cccc(S(=O)(=O)N3CCCC3)c2)CC1 | -2 | 25 | -14 | -1.8 | 106 | 0 | -1 | -4.0 | 2.6 | 9 | -1.7
O=C(CSc1nnc(NC(=O)c2ccc3c(c2)OCO3)s1)NCc1ccco1 | 2 | -7 | -18 | 2.1 | 106 | -3 | -3 | 1.9 | -0.5 | 7 | -1.6
